TcdB inh: TcdB glycohydrolase inhibition; TcdB glycohydrolase enzymatic assay, plate reader; 350,000 compounds, 0.24% hits; AID 652162; P18177; inhibition, % at 9.99 µM; in the data active = inhibition above about 10%
SSB-PriA inh: blocks PriA binding to SSB C-terminal tail | AlphaScreen SSBct-PriA binding, biotinylated peptide | inhibition, % at 33 µM | 430,000 compounds, 0.6% hits | AID 1272365; in the data active = inhibition mostly above about 37%, no sharp cut-off; inactive = mostly below about 20%;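 also: plate controls were negative control peptide for no effect and reference peptide for full effect; strong numbers were not always called active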
Anthrax LF inh2: anthrax lethal factor protease inhibition. P15917. multiplex microsphere protease cleavage assay, LF. inhibition, % at 10 µM. 360,000 compounds, 0.12% hits; also: plate controls were buffer without enzyme for full effect and enzyme alone for no effect
Target sequence (P15917 whole entry, looked up): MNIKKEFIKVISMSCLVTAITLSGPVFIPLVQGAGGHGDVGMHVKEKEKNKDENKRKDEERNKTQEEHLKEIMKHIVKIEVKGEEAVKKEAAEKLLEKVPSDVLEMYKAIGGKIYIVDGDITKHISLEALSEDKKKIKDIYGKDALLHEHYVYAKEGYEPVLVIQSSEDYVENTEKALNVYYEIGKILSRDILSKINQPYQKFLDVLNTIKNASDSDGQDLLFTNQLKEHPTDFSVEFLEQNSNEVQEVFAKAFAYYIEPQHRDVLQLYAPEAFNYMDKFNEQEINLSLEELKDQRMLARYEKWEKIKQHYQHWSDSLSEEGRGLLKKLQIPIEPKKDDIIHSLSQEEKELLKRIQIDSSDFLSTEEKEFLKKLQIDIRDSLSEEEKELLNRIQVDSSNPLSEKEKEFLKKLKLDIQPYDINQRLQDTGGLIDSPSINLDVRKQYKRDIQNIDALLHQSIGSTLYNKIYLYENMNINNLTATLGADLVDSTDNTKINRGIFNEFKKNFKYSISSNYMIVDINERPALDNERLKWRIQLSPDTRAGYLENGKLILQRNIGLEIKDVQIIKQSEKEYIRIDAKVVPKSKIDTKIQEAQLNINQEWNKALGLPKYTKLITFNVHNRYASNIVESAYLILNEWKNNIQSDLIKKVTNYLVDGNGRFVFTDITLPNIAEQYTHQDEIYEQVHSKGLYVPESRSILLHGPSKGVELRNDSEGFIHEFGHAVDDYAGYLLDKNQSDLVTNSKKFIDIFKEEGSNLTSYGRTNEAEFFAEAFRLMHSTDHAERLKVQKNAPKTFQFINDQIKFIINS
CCHF vOTU inh: blocks the CCHF virus ovarian tumor domain protease; CCHFV vOTU protease, Pep-AMC fluorescence; inhibition, % at 11.5 µM; 370,000 compounds, 0.55% hits; in the data active = inhibition above about 30%; also: 0% = vehicle wells with enzyme and 100% = no enzyme wells
PfHsp40 yeast: rescue of PfHsp40-mediated yeast toxicity. S. cerevisiae expressing PfHsp40, growth rescue, ATP luminescence. growth rescue, % at 12.5 µM. 340,000 compounds, 0.68% hits. AID 504582; in the data active = growth rescue above about 28%, passing the limit was not always enough; inconclusive = no clear call, values can overlap the other calls;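 also: yeast W303a lacking pdr1 and pdr3 grown in galactose medium; growth measured after three days at 30 °C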
BH1578 lux ind: quorum light induction in luxS cqsA deficient V. cholerae; V. cholerae BH1578 lux reporter, luminescence, 6 h; 350,000 compounds, 0.16% hits; activation, % at 18.7 µM; AID 588436; in the data active = activation mostly above about 9.7%, no sharp cut-off; inconclusive = no clear call, values can overlap the other calls; inactive = mostly below about 3.7%; also: not every result past the cut was called active; inactives centre near 0; reference of the scale not given here
BoNT A protease: inhibitors of Botulinum neurotoxin A light chain protease; multiplex microsphere protease substrate cleavage, flow cytometry; inhibition, % at 10 µM; 360,000 compounds, 0.17% hits; also: plate controls were buffer without enzyme for full effect and enzyme alone for no effect
VHR inh abs: inhibitors of human VHR1 phosphatase (DUSP3); 290,000 compounds, 0.52% hits; AID 1654; P51452; recombinant VHR phosphatase, pNPP absorbance; inhibition, % at 13.3 µM; in the data active = inhibition above about 50%; also: some compounds called inactive have numbers as strong as hits
Target sequence (P51452 whole entry, looked up): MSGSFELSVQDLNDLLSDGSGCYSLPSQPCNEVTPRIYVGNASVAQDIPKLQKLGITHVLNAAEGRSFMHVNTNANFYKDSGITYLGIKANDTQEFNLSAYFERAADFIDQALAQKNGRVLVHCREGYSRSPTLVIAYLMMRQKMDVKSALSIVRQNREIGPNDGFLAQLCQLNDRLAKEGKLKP
3CLpro inhibitor: SARS-CoV 3CLpro protease inhibition; recombinant SARS-CoV 3CLpro, quenched FRET peptide cleavage; P0C6X7; 290,000 compounds, 0.14% hits; inhibition, % at 6 µM; in the data active = inhibition above about 12%
Yp Topo-I inh: inhibitors of Yersinia pestis topoisomerase I; Y. pestis Topo-I cleavage product accumulation, plate reader; activity, % at 10 µM; 360,000 compounds, 0.064% hits; AID 504884; in the data active = activity above about 50%, passing the limit was not always enough; inconclusive = no clear call, values can overlap the other calls; also: inactives centre near 2
Active calls of the source: *; i = inactive; ? = inconclusive; / = not tested or not shown. Rule as the data show it, unless noted: active = inhibition above about 30%; inconclusive = no clear call, values can overlap the other calls; inactive = below that. Not all compounds are listed (hit frequency here may not be typical).

Start of the listing, in advance:
SMILES	TcdB inh	SSB-PriA inh	Anthrax LF inh2	CCHF vOTU inh	PfHsp40 yeast	BH1578 lux ind	BoNT A protease	VHR inh abs	3CLpro inhibitor	Yp Topo-I inh
C[C@]12C(=O)N(c3ccccc3)C(=O)N1[C@H]1c3ccccc3OC[C@@H]1[C@H]2c1ccccc1	1.2	-7	-2	-8	98*	-0.4	-0.5	/	/	6
CC(=O)c1ccc(Nc2ncnc3ccc(Br)cc23)cc1	1.8	/	-6	6	/	i	-0.4	/	/	12
CSc1ccccc1NC(=O)NCCCl	0.2	-12	-4	4	0.5	0.1	0.0	-2	-1	-10
COc1ccc2sc(-c3ccccc3OC)c(-c3ccc(OC)nc3)c2c1	-0.7	-27	-2	-2	0.1	i	-0.7	/	/	6
CN(C)C(=O)COC(=O)c1ccc(S(=O)(=O)NCc2ccco2)cc1	0.2	7	4	1	0.4	-0.4	-0.6	14	-3	1
CC(=Nc1ccccc1)C1=C(O)C(Cc2ccc(F)cc2)NC1=O (configuration not stated)	1.7	/	0	4	/	-5.0	-0.1	/	/	9
COc1ccc(CNC(=S)NNC(=O)c2cc3ccccc3o2)cc1	0.9	0	3	-9	17	-0.4	-4.6	16	1	11

All compounds of this part, previewed entries included:
SMILES	TcdB inh	SSB-PriA inh	Anthrax LF inh2	CCHF vOTU inh	PfHsp40 yeast	BH1578 lux ind	BoNT A protease	VHR inh abs	3CLpro inhibitor	Yp Topo-I inh
C[C@]12C(=O)N(c3ccccc3)C(=O)N1[C@H]1c3ccccc3OC[C@@H]1[C@H]2c1ccccc1	1.2	-7	-2	-8	98*	-0.4	-0.5	/	/	6
CC(=O)c1ccc(Nc2ncnc3ccc(Br)cc23)cc1	1.8	/	-6	6	/	i	-0.4	/	/	12
CSc1ccccc1NC(=O)NCCCl	0.2	-12	-4	4	0.5	0.1	0.0	-2	-1	-10
COc1ccc2sc(-c3ccccc3OC)c(-c3ccc(OC)nc3)c2c1	-0.7	-27	-2	-2	0.1	i	-0.7	/	/	6
CN(C)C(=O)COC(=O)c1ccc(S(=O)(=O)NCc2ccco2)cc1	0.2	7	4	1	0.4	-0.4	-0.6	14	-3	1
CC(=Nc1ccccc1)C1=C(O)C(Cc2ccc(F)cc2)NC1=O (configuration not stated)	1.7	/	0	4	/	-5.0	-0.1	/	/	9
COc1ccc(CNC(=S)NNC(=O)c2cc3ccccc3o2)cc1	0.9	0	3	-9	17	-0.4	-4.6	16	1	11
CCN1C(=O)[C@@H]2[C@@H](c3ccc(SC4CCCCC4)cc3)N3CCCC[C@@]3(C(=O)OC)[C@@H]2C1=O	0.0	12	7	10	-1.8	i	-1.5	/	/	2
Cc1cc(C)nc(SCC(=O)Nc2ccc(S(=O)(=O)N3CCCCC3)cc2)n1	/	-5	-1	-12	-0.3	-13	0.9	8	-4	14
Cc1ccc(C(=O)Nc2ccc(C(=O)N3CCCCC3)cc2)o1	0.9	-9	2	-9	-2.4	-1.7	-3.9	-9	3	11
CC(=O)c1cc(N2CCOCC2)ccc1[N+](=O)[O-]	-0.2	-1	6	17	0.2	-3.6	-3.1	17	-3	6
N#CC(OC(=O)c1ccccc1)c1cccc([N+](=O)[O-])c1 (configuration not stated)	-1.0	5	3	4	12	i	0.2	/	/	17
CN(CC(=O)Nc1ccc(Cl)c(C(F)(F)F)c1)C(=O)CCNC(=O)c1ccco1	1.6	1	2	6	1.0	-1.4	-1.4	/	/	3
CN1C(=O)c2ccccc2Sc2ccc(NC(=O)N3CCOCC3)cc21	-1.1	-1	4	1	-0.2	2.4	-0.1	14	-2	0
CCN(CC)c1ncnc2c1ncn2[C@H]1CN(Cc2ccco2)C[C@@H](CO)O1	0.5	/	-5	2	/	i	-0.2	/	/	3
CN1CCN(c2ccccc2NC(=O)c2ccc(Br)o2)CC1	/	-18	-1	15	0.1	i	-0.3	-4	-3	0
Cc1cc(=O)oc2cc(OCC#N)ccc12	1.2	-10	-4	-6	0.0	-0.3	0.0	-6	1	0
COc1cccc2c(=O)c3ccoc3n(C)c12	0.4	3	0	-27	-1.1	-0.5	-0.5	16	-2	-7
Cc1ccccc1Cn1c(-c2cncs2)nc2ccccc21	/	-2	0	23	5.6	i	0.4	15	6	-7
Cn1cccc1C(=O)NNC(=O)COc1ccc(C#N)cc1	1.2	-10	-2	1	0.5	i	1.9	/	/	0
COc1ccc(C2=CC(=O)C[C@H](c3ccc(F)cc3)C2)c(F)c1F	-1.6	-17	-8	11	6.5	-0.9	-0.3	/	/	-2
CN(C(=O)c1ccc(N2CCCCC2)c([N+](=O)[O-])c1)C1(C)CCS(=O)(=O)C1 (configuration not stated)	1.4	6	-5	-12	-0.9	i	0.8	5	5	5
O=C(CNC(=O)c1ccco1)NC1CCCCCC1	2.8	/	1	-2	-0.2	-1.4	-4.4	/	/	4
COC(=O)c1cc(S(=O)(=O)NCCc2ccc(C)cc2)c[nH]1	3.0	-13	-5	-2	0.0	0.0	0.2	2	-5	-7
CC(=O)Nc1ccc(S(=O)(=O)Nc2cccc(S(=O)(=O)N(C)c3ccccc3)c2)cc1	3.5	-4	0	16	0.0	-1.2	-3.2	/	/	3
COCCCN(C(C)=O)c1nc(-c2ccccc2)cs1	-0.8	-22	-2	-3	0.8	i	?	17	-4	-3
O=C1c2cccnc2C(Nc2ccc(Br)cc2)N1Cc1cccs1 (configuration not stated)	0.4	-7	-2	4	-0.4	-5.6	-1.8	-8	2	4
O=C(Nc1nnc([C@H]2C[C@H](O)[C@@H](CO)O2)s1)Nc1ccccc1C(F)(F)F	-0.4	/	-4	9	/	-0.2	-0.2	/	/	10
COc1ccc(-n2c(CNC(=O)c3cccs3)n[nH]c2=S)cc1	1.8	-10	2	0	-1.0	i	-0.8	22	1	4
Cc1cc2c(cc1C)NC(c1nc3ccccc3[nH]1)C1=C(CC(C)(C)CC1=O)N2 (configuration not stated)	/	1	-2	7	-2.8	-0.1	-0.5	23	7	-7

Record cards, as listed above. Order of screens: TcdB inh	SSB-PriA inh	Anthrax LF inh2	CCHF vOTU inh	PfHsp40 yeast	BH1578 lux ind	BoNT A protease	VHR inh abs	3CLpro inhibitor	Yp Topo-I inh
COc1ccc(-n2c(CNC(=O)c3cccs3)n[nH]c2=S)cc1 across the screens: 1.8	-10	2	0	-1.0	i	-0.8	22	1	4
O=C(CNC(=O)c1ccco1)NC1CCCCCC1 across the screens: 2.8	/	1	-2	-0.2	-1.4	-4.4	/	/	4
CC(=O)Nc1ccc(S(=O)(=O)Nc2cccc(S(=O)(=O)N(C)c3ccccc3)c2)cc1 across the screens: 3.5	-4	0	16	0.0	-1.2	-3.2	/	/	3
O=C(Nc1nnc([C@H]2C[C@H](O)[C@@H](CO)O2)s1)Nc1ccccc1C(F)(F)F across the screens: -0.4	/	-4	9	/	-0.2	-0.2	/	/	10

(further entries)
SMILES	TcdB inh	SSB-PriA inh	Anthrax LF inh2	CCHF vOTU inh	PfHsp40 yeast	BH1578 lux ind	BoNT A protease	VHR inh abs	3CLpro inhibitor	Yp Topo-I inh
O=C(COc1ncnc2c1cnn2-c1ccccc1)Nc1ccc(S(=O)(=O)N2CCCCC2)cc1	/	-3	-4	12	0.4	i	0.2	34	5	14
CC1Cc2[nH][nH]c(=O)c2C(C2CCCC2)O1 (configuration not stated)	-0.3	/	-1	-2	/	/	-0.2	/	/	/
Cc1nc2ccccc2n1CCc1nc2c3ccccc3nc(SCC(=O)NCc3ccco3)n2n1	/	-1	4	-12	1.1	2.9	-0.9	7	-4	-2
Cc1ccc(/C=C/C(=O)N2CCN(c3cccc(C(F)(F)F)c3)CC2)cc1	6.4	-1	-2	4	-1.4	i	-0.3	-30	-1	2
O=[N+]([O-])c1nn(-c2ccc3c(c2)OCCO3)n(O)c1=NCCCO	/	-6	0	2	3.9	-0.2	0.6	33	1	-3
Cc1ccc(OCCCCn2ccnc2)c(Cl)c1	1.7	-11	-15	-9	-0.7	i	7.1	-4	-1	13
O=C(Nc1ccc(Cl)cc1Cl)c1n[nH]c(Cn2cncn2)n1	/	-1	3	-4	-1.4	7.4	?	6	-4	6
C/C(CC(=O)Nc1ccc(Br)cc1)=N\NC(=O)Cc1csc(N)n1	0.6	/	-3	-15	-0.2	-0.8	1.1	7	-2	3
CC(=O)Nc1ccc(OCC(=O)NC(C)c2ccc(F)cc2)cc1 (configuration not stated)	1.5	-6	4	4	0.2	0.4	-0.6	26	2	-2
O=C(CN(C(=O)CCC(=O)Nc1nccs1)c1ccc(F)cc1)NCc1ccco1	/	-19	-1	5	-0.4	-2.6	0.2	5	-3	-1
COCCN(Cc1ccccc1)C(=O)c1cccc(S(=O)(=O)N(C)c2c(C)n(C)n(-c3ccccc3)c2=O)c1	3.0	0	3	-7	-0.6	i	0.1	/	/	21
Cc1ccnc(NC(=O)Cn2cc([N+](=O)[O-])cn2)c1	0.0	3	-2	-12	-1.3	0.2	-0.1	10	2	7
COc1ccc(C2(C)CC(=O)NC2=O)cc1 (configuration not stated)	-0.4	-3	-1	10	-0.6	i	-2.2	27	-2	3
COc1ccc(S(=O)(=O)NC(=O)C2(C)CCN2C(=O)Cc2ccc(C(C)(C)C)cc2)cc1 (configuration not stated)	-1.8	/	-8	18	/	i	0.2	/	/	-5
CC1CN=C(N(Cc2ccccc2)C(=O)Nc2ccccc2)S1 (configuration not stated)	/	-2	16	-8	0.2	i	0.0	10	5	2
COc1ccccc1NS(=O)(=O)c1cccc(C(=O)NNC(=O)c2ccc(=O)[nH]c2)c1	1.0	1	-2	14	-0.3	0.5	0.4	/	/	-6
COc1ccc(C)cc1-n1c(SCC(=O)N2CCOCC2)nc2ccccc2c1=O	0.2	/	-6	3	/	0.2	0.1	/	/	-2
COc1ccc2c(=O)c(-c3ccc(C)cc3)c(-c3ccccc3)oc2c1	-1.5	2	-3	15	6.9	-6.2	-0.1	/	/	3
CC1(C)CC1C(=O)Nc1ccc([N+](=O)[O-])cc1Br (configuration not stated)	/	15	-2	14	-0.3	-0.6	1.9	0	1	10
O=C(Nc1ccccc1N1CCOCC1)c1cnccn1	/	-2	-2	12	-1.3	i	0.4	17	1	-5
O=C(C1CC1)N1CCN(S(=O)(=O)c2ccc3c(c2)OCCO3)CC1	0.8	-10	-2	5	-0.3	i	-1.3	0	0	1
CCOC(=O)[C@@H]1[C@H]2COc3ccccc3[C@H]2N2C(=O)N(c3ccccc3)C(=O)[C@]12C	/	-3	-3	/	0.4	i	-0.8	20	-4	15
O=C(O)c1ccc(S(=O)(=O)c2ccc3c(c2)C(=O)N(NC(=O)c2cccnc2)C3=O)cc1	-3.4	1	4	-7	-0.4	-0.5	-0.1	-7	-2	3
O=C(Nc1ccc(-c2csnn2)cc1)C1CC1	0.1	-14	-3	3	1.5	-0.7	0.6	-9	-10	-7
COc1ccc(NC(=O)C2CCN(C(=O)Nc3ccc(C)cc3)CC2)cc1OC	1.0	-13	-14	-9	-1.4	-0.2	-3.1	39	-2	-8
O=C(Nc1ccc(F)cc1F)c1ccc(-n2cccn2)nc1	0.0	-8	-2	-18	0.1	i	-0.3	20	-3	6
O=C(CCl)NC(Cc1ccccc1)c1ccccc1 (configuration not stated)	1.4	-11	-4	-2	-1.8	-0.2	-1.2	6	7	5

Bioassay records deposited in PubChem BioAssay by several laboratories.
